# High-throughput results from PubChem.
# OX1R antag-1: antagonists of human orexin 1 receptor | 0.43% of 330,000 active | CHO/OX1R cells, Fluo-8 calcium fluorescence, orexin A | inhibition, % at 5 µM | AID 434989;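 active = inhibition above its plate's threshold, mean inhibition of all tested compounds on the plate plus 3 SD, cut at about 37% in these data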;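 note: 0% = orexin A challenge wells and 100% = SB-334867-A antagonist wells; not every result past the cut was called active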
# Target sequence (O43613 whole entry, looked up): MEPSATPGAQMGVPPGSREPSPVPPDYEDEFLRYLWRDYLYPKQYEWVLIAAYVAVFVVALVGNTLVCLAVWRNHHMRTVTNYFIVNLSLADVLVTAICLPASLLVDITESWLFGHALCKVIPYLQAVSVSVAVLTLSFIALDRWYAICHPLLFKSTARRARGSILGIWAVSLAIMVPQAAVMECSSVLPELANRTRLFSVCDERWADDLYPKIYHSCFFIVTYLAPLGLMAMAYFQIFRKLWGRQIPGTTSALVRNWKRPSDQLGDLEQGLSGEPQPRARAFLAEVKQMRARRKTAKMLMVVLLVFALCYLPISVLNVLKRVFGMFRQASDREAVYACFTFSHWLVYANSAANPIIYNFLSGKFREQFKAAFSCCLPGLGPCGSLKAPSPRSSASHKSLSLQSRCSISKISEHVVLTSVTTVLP
# CHT allo act: human CHT allosteric activation; Q9GZV3; CHT-expressing cells, membrane potential dye, choline EC20; stronger effect = higher value; LV-AA mutant CHT in HEK293 cells; B-score at 10 µM; 0.49% of 310,000 active; AID 488977;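 active = initial fluorescence not abnormally high and integrated response B-score, plate-corrected, over 3 SD above library mean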
# Target sequence (Q9GZV3 whole entry, looked up): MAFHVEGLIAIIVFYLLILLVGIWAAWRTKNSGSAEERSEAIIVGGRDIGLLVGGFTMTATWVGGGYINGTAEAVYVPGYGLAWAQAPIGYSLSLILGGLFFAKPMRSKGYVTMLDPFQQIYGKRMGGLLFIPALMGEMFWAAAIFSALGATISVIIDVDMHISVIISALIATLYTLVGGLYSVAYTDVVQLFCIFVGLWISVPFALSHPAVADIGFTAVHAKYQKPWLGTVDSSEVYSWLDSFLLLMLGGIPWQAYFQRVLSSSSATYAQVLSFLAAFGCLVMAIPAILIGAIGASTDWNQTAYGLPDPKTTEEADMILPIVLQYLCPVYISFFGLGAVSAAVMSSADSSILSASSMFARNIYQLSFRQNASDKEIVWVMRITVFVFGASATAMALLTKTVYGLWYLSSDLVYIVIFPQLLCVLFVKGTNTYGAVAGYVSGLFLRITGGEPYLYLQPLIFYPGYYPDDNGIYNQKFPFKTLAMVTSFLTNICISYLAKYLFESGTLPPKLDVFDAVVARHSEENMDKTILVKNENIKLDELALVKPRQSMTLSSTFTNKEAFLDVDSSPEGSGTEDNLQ
# OX1R antag-2: OX1R (human) antagonism. O43613. OX1R-expressing cells, FRET antagonist read-out. inhibition, % at 6.6 µM. 1.8% of 330,000 active. AID 485270; in the data active = inhibition mostly above about 38%, no sharp cut-off; inactive = mostly below about 40%;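 note: 0% = agonist challenge alone and 100% = reference antagonist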
# * = called active by the depositor; i = inactive; · = no result given.
SMILES,OX1R antag-1,CHT allo act,OX1R antag-2
O=C(NCCc1ccccc1)C1CCCN1S(=O)(=O)c1ccc(F)cc1 (centres undefined),-18,i,8
COC(=O)/C(=C\c1ccc(O)cc1)c1nc2ccccc2[nH]1,-12,i,11
C=CCN1C(=O)C2(OCCCO2)c2cccc(Cl)c21,-8,i,17
C=CCn1c(N)cc(=O)nc1SCC(=O)Nc1ccc(C(=O)OC)cc1,-6,i,26
NS(=O)(=O)c1cccc(NC(=O)CSc2nnc(C3CC3)n2C2CC2)c1,21,·,0
COc1ccc(-c2cc(C(F)F)n3ncc(C(=O)Nc4cccc(S(=O)(=O)N5CCOCC5)c4)c3n2)cc1,-32,i,19
CCC(C)n1c(SCC(=O)/C(C#N)=C(\C)N)nc2ccccc2c1=O (centres undefined),-32,i,17
CC(C)(C)c1ccc(-c2noc(-c3ccc4c(c3)CCO4)n2)cc1,-16,i,13
COc1ccc(-n2c3c(cc(C(=O)NNc4ccccc4C)c2=O)C(=O)CC(C)(C)C3)cc1,-10,i,1
O=C(Cc1ccc(F)cc1)N1CCC(CC2CC(c3cccc(Br)c3)=NO2)(C(=O)NCC2CCCCC2)CC1 (centres undefined),-24,i,10
Cc1ccc(NS(=O)(=O)c2ccc(C(=O)N3CCN(S(=O)(=O)c4ccccc4)CC3)cc2)cc1,-4,i,26
O=C(NNC(=O)c1cccc(Br)c1)C(=O)N1CCCCC1,-2,i,4
COc1cc(CNC(=O)c2ccccc2NC(=O)C2=C(C)OCCS2)cc(OC)c1OC,-24,i,23
S=c1[nH]nc(-c2ccc(Br)cc2)n1Cc1ccccc1,-1,i,8
CN(C)/N=C/c1cn(-c2ccccc2)nc1-c1cccnc1,-28,i,15
CC(C(=O)O)N(c1ccccc1Cl)S(C)(=O)=O (centres undefined),-5,i,10
O=C(COc1coc(CN2CCc3ccccc32)cc1=O)N1CCCCC1,-24,i,19
Cn1cc(C(=O)N/N=C/C2=C(N3CCOCC3)C(=C/c3ccc([N+](=O)[O-])cc3)/CC2)ccc1=O,-4,i,17
Cc1csc(NC(=O)c2cc3c(s2)CCCC3)n1,-30,i,22
CCSc1nc2c(c(=O)[nH]1)C(C(C)C)C(C#N)=C(N)O2 (centres undefined),-3,i,17
Cc1cccc(NC(=S)N2CCN(S(=O)(=O)c3cccc(F)c3)CC2)c1,-7,i,16
O=C(CSc1nnc(-c2cccnc2)n1Cc1ccco1)c1ccc(Cl)c(Cl)c1,-39,i,14
COc1ccc(-c2ccc(SCC(=O)c3cccs3)nn2)cc1,-17,i,50
CC(NC(=O)C1CCN(C(=O)[C@@H]2Cc3ccccc3CN2C(=O)OC(C)(C)C)CC1)c1ccccc1 (some centres undefined),-37,i,18
COc1ccc(/C=N/N(CCC(=O)NC(C)(C)C)C2=NS(=O)(=O)c3ccccc32)cc1,-37,i,-6
Cc1ccc(OCc2ccc(C(=O)NCC3CCCO3)cc2)cc1C (centres undefined),-8,·,1
CCn1cc(C(=O)NCC(OC)OC)c(=O)c2cc(S(=O)(=O)N3CCCC3)ccc21,3,i,2
CC(=O)Nc1ccccc1NC(=O)C(F)(F)F,-2,i,9
COc1ccc(CCNC(=O)CCNC(=O)c2ccc(Br)cc2)cc1OC,-7,i,5
COc1ccc(NC(=S)N/N=C/c2cccn2Cc2ccccc2F)cc1,-6,i,17
Cc1ccc(S(=O)(=O)N(Cc2cc3cccc(C)c3[nH]c2=O)c2ccccc2)cc1,-27,i,10
CNC(=S)Nc1cccc(C(=O)OC)c1,-4,i,3
CN(CC(O)CON=C1c2ccccc2-c2ccccc21)S(=O)(=O)c1ccc(Br)cc1 (centres undefined),-2,i,14
COc1ccc(CNC(=O)CCn2cccc2)cc1,-16,i,7
O=C(/C=C/c1ccc(Cl)cc1)Nc1ccc(N2CCCCC2)cc1,-17,i,3
NC(=O)CN1CCOCCOCCN(CC(N)=O)CCOCC1,0,i,29
COC(=O)CCC(=O)Nc1nc(-c2ccccc2)cs1,-5,i,11
CCCCN1C(=S)NC[C@@H]1Cc1cccc2ccccc12,-31,i,11
Cc1cc(/C=C2/SC(=O)N(CC(=O)N3CCCC3)C2=O)c(C)n1C,-11,i,26
CC(=O)c1cccc(S(=O)(=O)NCCC(=O)NC2CCCCCC2)c1,-4,·,0
Nc1ccc(C(=O)Nc2ccccc2C(=O)O)cc1,-2,i,29
O=C(CCCCn1c(=O)c2ccccc2n(CC(=O)Nc2cccc(F)c2)c1=O)NCc1ccco1,-25,i,7
COc1cc(CN2CCN(c3ccccc3F)CC2)cc(OC)c1O,-5,i,2
COc1ccccc1NC(=O)CCC(=O)OCC(=O)c1ccc(C)c([N+](=O)[O-])c1,0,i,31
Cc1ccc(CNC(=O)CN(C(=O)C2(C)CC(=O)N=C3C=CC=CN32)c2cccc(C)c2C)cc1 (centres undefined),4,i,3
CCOC(=O)C1=C(COC(=O)CCNS(=O)(=O)c2ccc(NC(C)=O)cc2)NC(=O)NC1C (centres undefined),-5,i,29
CC(C)CN(CC(C)C)c1nc(N)c(C#N)c(CC#N)c1C#N,-40,i,-1
CCOC(CCNC(=O)c1cn(C)c(=O)c2c1c1ccccc1n2C)OCC,-8,i,5
CN(C)CCNC(=O)c1cc2c(=O)n(C)c3ccccc3c2n1C,-26,i,9
O=C(NCCN1CCCC1)c1ccc(Cl)cc1,-10,i,7
O=C(NN=C1CCCC1)c1[nH]c2ccc(Br)cc2c1-c1ccccc1,-29,i,0
COc1ccccc1NC(=S)NC(=O)CC(C)C,-10,i,17
O=C(Cn1cnc2c(nnn2Cc2ccccc2)c1=O)c1ccccc1,0,i,8
O=C(CSc1ccc(-c2ccco2)nn1)c1ccc(F)cc1,-18,i,10
CN1CCC(=C(c2ccccc2)c2ccc(Br)cc2)CC1,-13,i,7
COc1ccccc1/C=C1/SC(=O)N(CCC(=O)Nc2ccc(S(=O)(=O)Nc3nccs3)cc2)C1=O,-10,i,1
O=C(c1ccco1)N1CCN(c2nc(C3CC3)nc3sc4c(c23)CCCC4)CC1,-33,i,6
O=C(NCc1n[nH]c(=S)n1-c1ccc(F)cc1)c1ccc(S(=O)(=O)N2CCOCC2)cc1,7,i,12
Cc1ccc(S(=O)(=O)NCCC(=O)NCC(c2cccs2)N2CCOCC2)cc1 (centres undefined),-17,i,20
Fc1ccccc1Oc1nc(-c2ccncc2)nc2ccccc12,-41,i,5

# The list continues:
SMILES,OX1R antag-1,CHT allo act,OX1R antag-2
COc1ccc(C(=O)C[n+]2cccc(C)c2)cc1,-3,i,5
CC(C)CCOP(=O)(c1ccc(N(C)C)cc1)C(O)c1ccc(N(C)C)cc1 (centres undefined),-27,i,-5
COc1ccc(CN2C(=O)c3oc4ccccc4c(=O)c3C2c2ccc(O)c(OC)c2)cc1 (centres undefined),-8,i,5
CCOC(=O)c1c(CSc2ccsc2)n(C)c2cc(Br)c(O)c(CN(C)C)c12,-30,6.8*,14
O=C(NCC(c1cccnc1)N1CCOCC1)c1cccc(Cl)c1 (centres undefined),-22,i,19
CC(C)NS(=O)(=O)c1ccc(CCC(=O)NCc2ccccn2)cc1,-23,i,1
Cn1c(=O)n(CC(=O)NCC2CCCO2)c(=O)c2c3c(sc21)CCCC3 (centres undefined),-26,i,17
O=C(N/N=C/c1c(-c2ccccc2)[nH]c2ccccc12)c1cccnc1,-17,i,15
COc1cccc(C(=O)Oc2ccc3ccc(O)cc3c2)c1,1,i,2
O=C(NN1CCOCC1)c1cc(-c2ccc(Cl)c(Cl)c2)nc2ccccc12,-11,i,-11
Cc1cc(C)cc(C(=O)NCC(=O)N2CCC(C(N)=O)CC2)c1,-1,·,10
CCn1c(=O)n(CCc2ccccc2)c(=O)c2c3c(sc21)CCCC3,-19,i,7
Cc1cc(CC(=O)O)n(C)c1C(=O)c1ccc(Cl)cc1,-13,·,5
O=C(NCc1ccco1)C1CCN(S(=O)(=O)c2ccc(-n3cnnn3)cc2)CC1,-2,i,-4
O=C(Nc1cccc(O)c1)c1ccc(NC(=O)C2CCCO2)cc1 (centres undefined),-16,i,16
O=C(NNC(=O)c1ccc(-c2ccccc2)cc1)Nc1ccccc1,4,i,12
Cc1nc2ccc(NC(=O)NCc3ccco3)cc2s1,-14,i,12
Nc1ccccc1C(=O)Nc1ccc(Cl)cc1Cl,-9,i,5
O=C(NCC(=O)N(Cc1ccccc1)C(C(=O)NCC1CCCO1)c1ccccc1)c1cccs1 (centres undefined),-20,i,13
CC(C#Cc1ccc2c(c1)COc1c3ccccc3nn1-2)OC(C)(C)C (centres undefined),-14,i,15
CCOC(=O)Cc1nnc2c(Nc3ccc(Cl)cc3)nc3nonc3n12,17,i,33
Cn1c(SCc2ccccc2)nnc1-c1ccco1,-4,i,12
COc1cc(C(C)=O)ccc1OCc1nnc(-c2ccccc2Br)o1,-35,i,8
COC(=O)Cc1[nH]n(-c2ccccc2)c(=O)c1C=Nc1ccc(C)cc1,-16,i,11
COC(=O)c1cc2nc(-c3ccc(C)cc3)cc(C(F)(F)F)n2n1,-4,i,24
O=C(NCc1ccncc1)c1c(F)c(F)c(F)c(F)c1F,-12,i,26
Cc1cc(C)cc(N(CC(=O)Nc2ccccc2-c2ccccc2)S(=O)(=O)c2ccccc2)c1,-11,i,-3
O=C(O)c1cc(-c2ccc(Cl)c(Cl)c2)n(-c2ccccc2)n1,0,i,20
CC(C)(CNC(=O)c1sc2cc(Cl)ccc2c1Cl)N1CCOCC1,-24,i,7
O=C(Nc1cccc(Cl)c1Cl)c1snnc1-c1ccccc1,-23,i,33
C=CCNC(=S)NNC(=O)c1csc(C)c1CC,-2,i,2
COn1c(SCc2cccc(Cl)c2)nc2ccccc2c1=O,-19,i,13
O=C(OCC(=O)N1CCOCC1)c1cc(F)c(F)cc1Cl,6,i,20
COC(=O)C(Cc1ccc(OC(=O)c2ccccc2Cl)cc1)N1Cc2ccccc2C1=O (centres undefined),-9,i,32
O=C(COC(=O)c1ccccc1C(=O)c1ccc(Cl)c([N+](=O)[O-])c1)NC1CCCCCC1,48*,i,21
CCN(CC)S(=O)(=O)c1cccc(C(=O)NCC(c2ccccc2)N(C)C)c1 (centres undefined),-16,i,-1
CCCCC(=O)Nc1nn(CC)c2nc3c(C)cccc3cc12,-28,i,0
COc1ccc(-c2cc3c(=O)n(CC(=O)Nc4cccc(Cl)c4)ncn3n2)cc1,6,i,-7
CC(=O)CSc1nc2cc3c(cc2cc1C#N)OCCO3,15,i,35
O=C(NCCS(=O)(=O)NCc1cccnc1)c1ccccc1,9,i,24
CC(C)NC(=O)C1CCCN(c2nnc(-n3cccc3)s2)C1 (centres undefined),-23,i,8
CCN(CC(=O)NCc1ccc(Cl)cc1)C(=O)CN1C(=O)NC(CC)(c2ccccc2)C1=O (centres undefined),-24,i,13
Cc1ccc(SCC(=O)NCC2CCCO2)cc1 (centres undefined),-21,i,19
CC(C)(C)NC(=O)COc1ccc(-c2ccccc2)cc1,-12,i,19
O=C(c1ccco1)N1CCN(S(=O)(=O)c2ccc(Oc3ccccc3)cc2)CC1,-19,i,17
Cc1ccccc1-c1cc2nc(C)c(Cl)c(=O)n2[nH]1,-4,i,19
N#CCc1c(C#N)c(N)nc(Nc2ccccc2)c1C#N,3,i,6
O=C(NCCN1CCN(C(=O)Nc2ccccc2)CC1)Nc1ccccc1,-19,i,6
Cc1ccc(S(=O)(=O)N2[C@@H](c3cccc(Cl)c3)C(C(=O)O)=CC[C@H]2c2cccs2)cc1,-11,i,49
c1ccc(NCC2OCc3ccccc3CO2)cc1,-15,i,18
CC(=O)c1sc(NC(=O)c2c(F)cccc2F)nc1C,-13,i,14
COc1ccc2c(c1)c1c3n2CCN(C)C3=NCC1,-16,i,40
CCCCN(CC)CCCNC(=O)c1ccc(CSc2nc3ccncc3[nH]2)cc1,-5,i,4
COc1ccc(Cc2nnc(NC(=O)C3CCN(C(=O)c4ccco4)CC3)s2)cc1,-36,i,16
Cc1ccc(N(CCCCN2C(=O)c3ccccc3C2=O)C(=O)c2cccc([N+](=O)[O-])c2)cc1,-21,i,20
C=CCc1ccc(OCC(O)CO)c(OC)c1 (centres undefined),-5,i,-10
Cc1nn(C)c(C)c1NS(=O)(=O)c1ccccc1,-4,i,12
COC(=O)c1ccc(N(CC(=O)NCC2CCCO2)C(=O)CCC(=O)Nc2cc(C)on2)cc1 (centres undefined),-7,i,6
